Source: PubChem BioAssay
Lipid storage S3 – qHTS Assay for Lipid Storage Modulators in Drosophila S3 Cells. 320,000 compounds, 0.64% hits. AID 2685, 2010. Potency in µM for hits, for the others lipid storage change, negative = inhibition, % at the top dose, mostly 46.1 µM. Drosophila S3 cells, BODIPY lipid droplet fluorescence, 18-24 h; cells fed with added oleic acid; active means well fitted inhibition curve with a large enough effect in the signal ratio, with a control signal flat, not every such curve was filed as active; inconclusive means small, poorly fitted or top-dose-only effect, or effect the other way, or a change in a side signal; the % refers to the signal ratio
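Drosophila S3 cells got compounds at several concentrations plus oleic acid (400 uM solution). Laser-scanning cytometry with 488 nm excitation read lipid droplets at 500-530 nm and cells at 575-640 nm. Percent activity was relative to 20 uM Triacsin C.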
Lipid storage S3 cell count max – second read-out of Lipid storage S3, no call of its own (marks repeat the call); cell number change, %; measured here: cell count max response;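 cells counted by Cell Tracker Red CMTPX staining in the red channel; peak over a dose series mostly up to 46.1 µM; percent activity relative to internal control wells on each plate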
The depositor's hits bear a star; i = inactive; ? = inconclusive; . = no result given. On the % scale 0 is the no-effect control and ±100 the full control effect; potency means the concentration at half of the fitted maximal effect. These rows are one share of the data, so the mix of outcomes need not match the whole.

SMILES	Lipid storage S3	Lipid storage S3 cell count max
CC1(c2ccccc2)NC(=O)N(NC(=O)CSc2n[nH]c(N)n2)C1=O (stereo not drawn)	10%	4
COc1cc2c(cc1OC)C(C(=O)Nc1ccccc1N1CCN(C)CC1)C1c3ccccc3CCN1C2=O (stereo not drawn)	?	.
CN(C)/C=C/C(=O)c1ccc(OCCN(C)c2ccccn2)cc1	-2%	1
O=C(Nc1nnc(C2CC2)s1)c1cccnc1Oc1ccc(Cl)cc1	10%	3
Cc1nc(-c2ccc(NC(=O)c3ccccc3)cc2)cs1	1%	7
C/C(CC(=O)Nc1cc(C)ccn1)=N\NC(=O)c1cccc(C)c1O	i	14
Cc1ccc(C)c(S(=O)(=O)NCc2ccc(C(=O)N3CCC(Cc4ccccc4)CC3)cc2)c1	?	.
O=C(COc1ccc(-c2ccccc2)cc1)N/N=C/c1ccccc1Br	?	.
COc1cc2c(cc1NC(=S)NC(=O)/C=C/c1ccco1)oc1ccccc12	?	.
O=c1[nH]c(CSc2nnc3ccccn23)nc2ccccc12	?	.
CCN(CC(=O)NC)S(=O)(=O)c1ccc(C)cc1	?	.
Cc1cccc(NC(=O)CCC(=O)OCc2ccc(Br)cc2)c1	-11%	-16
CC(=O)Nc1cccc(/C(C)=N/NC(=O)c2ccc(O)cc2)c1	0%	21
CC(C)c1nc2cc(C(=O)NC(c3cccnc3)C(F)(F)F)ccc2o1 (stereo not drawn)	i	-1
O=C(COC(=O)c1ccccc1O)Nc1cc([N+](=O)[O-])ccc1Cl	13%	2
CS(=O)(=O)N(CC(=O)NC1CCCC1)c1cccc(F)c1	?	.
COc1ccc(Cc2nnc(SCC(=O)Nc3ccccc3)[nH]c2=O)cc1	?	.
O=C(NCC1CCCO1)c1sc2cc(Cl)ccc2c1Cl (stereo not drawn)	?	.
O=C(C1CCCCC1)N1CCCn2c1nc1ccccc12	16%	.
CCOC(=O)c1ccc(NC(=O)C2C3CCC(C3)C2C(=O)O)cc1 (stereo not drawn)	?	.
CCCCOc1ccc(C(=O)NCC(=O)NCC(c2ccc(OC)cc2)N2CCOCC2)cc1 (stereo not drawn)	?	.
O=C1CCC([N+](=O)[O-])C(c2cccc(Cl)c2Cl)N1 (stereo not drawn)	?	.
Cc1cc(NS(=O)(=O)c2ccc(NC(=O)c3ccco3)cc2)no1	?	.
CC1Cc2ccccc2N1C(=O)CSc1nnnn1-c1ccc2c(c1)OCCO2 (stereo not drawn)	8%	.
N#Cc1nc(Cc2ccccc2)oc1NCCCn1ccnc1	?	.
CCCn1c(C(CO)Nc2nc(-c3cccc(Br)c3)cs2)nc2ccccc21 (stereo not drawn)	?	.
Cc1cc(NC(=O)CSc2nnc(NC(=O)C3CC(=O)N(c4ccccc4C)C3)s2)no1 (stereo not drawn)	?	.
CCn1c(C)c(P(c2ccccc2)c2ccccc2)[n+]2ccccc12	-13%	-43
O=C1CC(SCc2nc3ccccc3[nH]2)C(=O)N1c1ccc(F)c(Cl)c1 (stereo not drawn)	?	.
O=C(O)CSCC(=O)Nc1cccc(C(F)(F)F)c1	?	.
CC1CC1C(=O)OCC(=O)Nc1ccc2[nH]c(=O)[nH]c2c1 (stereo not drawn)	?	.
NC(=O)c1ccsc1NC(=O)c1ccc2c(c1)CCCC2	?	.
Cc1ccc(-n2c(SCC3CNC(=O)O3)nnc2-c2ccccc2)cc1C (stereo not drawn)	?	.
Cc1ccc(S(=O)(=O)N2CCN(C(=O)CCNC(=O)c3ccccc3Cl)CC2)cc1	?	.
CC(C)OC(=O)CSc1nnc(Cc2ccccc2)n1Cc1ccco1	?	.
COc1ccccc1C(O)P(=O)(OCC(C)C)c1ccc(N(C)C)cc1 (stereo not drawn)	11%	3
Cc1ccc(C23CC4CC(CC(C(=O)NCC(=O)O)(C4)C2)C3)cc1	?	.
COCCn1c(SCC(=O)Nc2ccccc2OC)nc2ccccc21	?	.
O=C(OCC(=O)N1CCN(C(=O)c2ccco2)CC1)c1cc(S(=O)(=O)Nc2ccc(Cl)cc2)ccc1O	i	.
Cc1c(Cc2ccccc2)c(=O)oc2cc(OCC(=O)NCc3ccccn3)ccc12	?	.
COc1ccc(-n2ncc3c(N4CCN(Cc5ccccc5)CC4)ncnc32)cc1	?	.
O=c1c2c(nc3cc(-c4ccccc4)[nH]n13)CCC2	?	.
CC(C)C(NC(=O)c1ccccc1)C(=O)OCC(=O)N1CCN(c2ccccc2)CC1 (stereo not drawn)	?	.
COC(=O)c1ccccc1NC(=O)CSc1nnc(-c2cccnc2)n1C	0%	-26
CCOC(=O)C1(Cc2ccccc2)CCCN(C2CCCC2)C1 (stereo not drawn)	-14%	-3
CNC(=O)CSc1nc(SC)ns1	?	.
CCOc1ccc(N(Cc2cc3cc(OC)ccc3[nH]c2=O)S(C)(=O)=O)cc1	?	.
O=C(Nc1nnc(SCC(=O)N2CCOCC2)s1)c1ccccc1	-24%	.
COc1ccc(NC(=O)CN(C)CC(=O)NC2CCCCC2C)cc1 (stereo not drawn)	7%	-3
COc1cc(NC(=O)C2CC(c3ccccc3O)=NO2)c(OC)cc1Cl (stereo not drawn)	?	.
CCOC(=O)c1c(C)n(C)c2ccc(OC)c(NC(=O)CN3CCN(C(=O)c4ccco4)CC3)c12	?	.
CCN(CC)CCCNC(=S)Nc1ccc(Br)cc1	1%	2
CCOC(=O)CN1Cc2cccc(C(=O)O)c2C1=O	?	.
COc1ccc(S(=O)(=O)N2CCOCC2)cc1NC(=O)CSc1nnc(C2CC2)n1N	?	.
O=C1OC(N2CCN(C(=O)c3ccco3)CC2)c2ccccc21 (stereo not drawn)	?	.
Cc1n[nH]c(=O)c2c(NC(=O)CSc3nncn3C(C)C)oc(C)c12	?	.
CC1Cn2c(CCc3ccccc3)nnc2S1 (stereo not drawn)	4%	-2
O=C(NCCNC(=O)c1ccco1)c1cccc(F)c1	-1%	6
Cc1ccc(C)c(C(C)NC(=S)NC2CCCCC2)c1 (stereo not drawn)	8%	25
CN(C)c1ccc(C(=S)Nc2ccccc2)cc1	?	.

The list goes on.
SMILES	Lipid storage S3	Lipid storage S3 cell count max
Cc1cc(C)n2nc(CNS(=O)(=O)c3c(F)c(F)c(F)c(F)c3F)nc2n1	?	.
CCN(CC)S(=O)(=O)c1cccc(C(=O)N[C@H](C(=O)NCc2ccccc2F)C(C)C)c1	?	.
COc1ccc2c(c1)c(C(C)=O)c(C)n2CCc1ccc(OC)c(OC)c1	?	.
COC(=O)COc1ccc2c(-c3cccc([N+](=O)[O-])c3)cc(=O)oc2c1	9%	-16
O=C(CCNc1ccc(Br)cc1)c1cccc([N+](=O)[O-])c1	?	.
C1=C(CCNc2nnnn2-c2ccccc2)CCCC1	25%	2
CN(CCn1ccnc1)C(=O)CC1C(=O)NCCN1Cc1ccccc1C(F)(F)F (stereo not drawn)	-16%	0
CCOC(=O)c1[nH]c(C)c(C(=O)Nc2cccc(Cl)c2C)c1C	?	.
CCCN1CCN(C(=O)c2cc(COc3ccc(F)cc3F)on2)CC1	?	.
Cc1ccc(S(=O)(=O)NNC(=O)c2c(O)c3ccccc3[nH]c2=O)cc1	2%	8
O=C(CSc1ncccc1-c1nc2ccccc2[nH]1)N1CCCCC1	?	.
O=C(Cn1nnc(-c2ccccc2F)n1)Nc1ccc2c(c1)OCCO2	-13%	12
CCOc1ccc(N(CC(=O)Nc2cccc(N(C)S(C)(=O)=O)c2)S(=O)(=O)c2ccccc2)cc1	?	.
Cc1ccc2c(N)c(C)ccc2c1	?	.
CCOC(=O)C1CCCN(CCC(=O)Nc2ccc3c(c2)CCC3)C1 (stereo not drawn)	?	.
Cc1ccc2c(c1)c(N=O)c(O)n2Cc1ccc(Cl)cc1	?	.
C=CCNC(=O)CSc1nc2sc(C)c(C)c2c(=O)[nH]1	?	.
CCOC(=O)N1CCN(CC(O)COc2ccc(OC)cc2C(C)(C)C)CC1 (stereo not drawn)	?	.
COc1cc(C2NC(=O)NC(c3ccccc3)=C2C(C)=O)cc([N+](=O)[O-])c1O (stereo not drawn)	24%	4
CC(Sc1nnc(-c2ccc(OC(F)F)cc2)n1N)C(=O)NCC1CCCO1 (stereo not drawn)	?	.
COc1ccc2oc(=O)c(NC(=O)C3CCCCC3)cc2c1	3%	-2
Cc1ccc(S(=O)(=O)N2CCOC2CNC(=O)C(=O)NCc2ccncc2)cc1 (stereo not drawn)	?	.
CC(=O)Nc1ccc(S(=O)(=O)Nc2c(C)nn(-c3ccccc3)c2C)cc1	-9%	-13
Cc1c(C(=O)Nn2cnnc2)oc2ccccc12	-2%	7
Cc1ccc(-c2nn(CC(=O)NN3CCOCC3)c(=O)c3ccccc23)cc1	?	.
Cc1ccc2c(c1)cc1c(=O)n(CC(=O)NCCCc3ccccc3)nc(C)n12	?	.
NC(=O)C1CCCN(CC(=O)N2CCN(c3ccccc3)CC2)C1 (stereo not drawn)	-1%	-5
Cc1ccc(C)c(-n2c3nc(=O)n(C)c(=O)c-3cc3ccccc32)c1	?	.
Cc1ccc(Cl)cc1NC(=O)C1CCCN(S(=O)(=O)c2c(C)noc2C)C1 (stereo not drawn)	?	.
CSc1ccccc1C(=O)C1CCCN(C(=O)CCN2CCCO2)C1 (stereo not drawn)	12%	1
COc1ccc2[nH]cc(/C=C(/C#N)S(=O)(=O)c3ccccc3)c2c1	?	.
O=C1CSC(c2cccc(O)c2)N1Cc1ccccc1 (stereo not drawn)	11%	7
COc1ccc(/C=C2\SC(=S)N(CCC(=O)NCCc3ccc(O)cc3)C2=O)cc1	?	.
CCOc1ccc(CN(C)C(=O)CCl)cc1	?	.
CCC(C(=O)NCC1CCCO1)n1nc(C)c2sc3ccccc3c2c1=O (stereo not drawn)	?	.
Cc1cnc(C(=O)N2CCc3c([nH]c4ccccc34)C2c2ccc(F)cc2)cn1 (stereo not drawn)	5%	-1

2 consecutive entries out of the list so far, quoted:
SMILES	Lipid storage S3	Lipid storage S3 cell count max
CCC(C(=O)NCC1CCCO1)n1nc(C)c2sc3ccccc3c2c1=O (stereo not drawn)	?	.
Cc1cnc(C(=O)N2CCc3c([nH]c4ccccc34)C2c2ccc(F)cc2)cn1 (stereo not drawn)	5%	-1

(more compounds)
SMILES	Lipid storage S3	Lipid storage S3 cell count max
Cc1c(-c2nc(-c3ccncc3)no2)cccc1[N+](=O)[O-]	-1%	23
CC1CCC(N(C(=O)c2csnn2)C(C(=O)NC(C)(C)C)c2cccnc2)CC1 (stereo not drawn)	-3%	2
CCOc1ccccc1-c1nc(C(N)=O)c2[nH]c(=O)n(-c3ccccc3)c2n1	1%	-19
COc1ccc(NC(=O)CNC(=O)c2ccc([N+](=O)[O-])cc2)cc1	?	.
COc1ccc(CCNC(=O)COc2ccc(N(C)S(=O)(=O)c3ccc(C)cc3)cc2)cc1	5%	-10
CC(=O)Cc1nsc(Nc2ccccc2)n1	?	.
CCc1nnc(NC(=O)c2ccc(S(=O)(=O)N3CCCCCC3)cc2)s1	7%	0
COCCNC(=O)C(OC(=O)c1ccco1)c1ccccc1OC (stereo not drawn)	-6%	-2
O=C(CC1C(=O)NCCN1Cc1ccc(Cl)c(F)c1)NCCc1cccnc1 (stereo not drawn)	22%	15
CN(C(=O)c1ccc(NC(=O)Cc2ccc(NC(=O)C3CCCN(C(=O)C4CCC4)C3)cc2)cc1)C1CC1 (stereo not drawn)	?	.
CCOP(=O)(OCC)/C(C#N)=C/c1ccc(-c2ccc(F)cc2F)o1	-1%	-5
COCCCNC(=S)N(Cc1ccccc1)Cc1ccccc1	-3%	-1

At a glance, some entries already given.
SMILES	Lipid storage S3	Lipid storage S3 cell count max
CSc1ccccc1C(=O)C1CCCN(C(=O)CCN2CCCO2)C1 (stereo not drawn)	12%	1
COc1ccc2[nH]cc(/C=C(/C#N)S(=O)(=O)c3ccccc3)c2c1	?	.
O=C1CSC(c2cccc(O)c2)N1Cc1ccccc1 (stereo not drawn)	11%	7
COc1ccc(/C=C2\SC(=S)N(CCC(=O)NCCc3ccc(O)cc3)C2=O)cc1	?	.
CCOc1ccc(CN(C)C(=O)CCl)cc1	?	.
CCC(C(=O)NCC1CCCO1)n1nc(C)c2sc3ccccc3c2c1=O (stereo not drawn)	?	.
Cc1cnc(C(=O)N2CCc3c([nH]c4ccccc34)C2c2ccc(F)cc2)cn1 (stereo not drawn)	5%	-1
Cc1c(-c2nc(-c3ccncc3)no2)cccc1[N+](=O)[O-]	-1%	23
CC1CCC(N(C(=O)c2csnn2)C(C(=O)NC(C)(C)C)c2cccnc2)CC1 (stereo not drawn)	-3%	2
CCOc1ccccc1-c1nc(C(N)=O)c2[nH]c(=O)n(-c3ccccc3)c2n1	1%	-19
COc1ccc(NC(=O)CNC(=O)c2ccc([N+](=O)[O-])cc2)cc1	?	.
COc1ccc(CCNC(=O)COc2ccc(N(C)S(=O)(=O)c3ccc(C)cc3)cc2)cc1	5%	-10
CC(=O)Cc1nsc(Nc2ccccc2)n1	?	.
CCc1nnc(NC(=O)c2ccc(S(=O)(=O)N3CCCCCC3)cc2)s1	7%	0
COCCNC(=O)C(OC(=O)c1ccco1)c1ccccc1OC (stereo not drawn)	-6%	-2
O=C(CC1C(=O)NCCN1Cc1ccc(Cl)c(F)c1)NCCc1cccnc1 (stereo not drawn)	22%	15

Continued.
SMILES	Lipid storage S3	Lipid storage S3 cell count max
COc1ccc(CNc2nc(NCc3ccc(OC)cc3)n(C(C)=O)n2)cc1	?	.
CN(C)c1ccc(N2C(=O)CSC2=S)cc1	?	.
O=C(CN1CCC(NC(=O)C2CCCCC2)CC1)NCc1ccco1	?	.
Cc1cc(C)cc(C(=O)N2CCC(C(N)=O)CC2)c1	?	.
CCOC(=O)c1c(S(=O)(=O)N2CCCC(C(=O)Nc3cccc(C)n3)C2)c(C)n(C)c1C (stereo not drawn)	?	.
